Compound activity as filed in PubChem BioAssay.
PKM2 act = increases activity of human pyruvate kinase M2; Potency, µM (top dose mostly 57.5 µM), for the others: top-dose activation, usual class: activators; 0.34% of 260,000 active; purified PKM2, Kinase-Glo ATP luminescence, activation; response scale: 0% is enzyme alone, no compound; also: potency is read from the fitted curve at half-maximal effect; % is scaled to controls: 0 for no effect and ±100 for the full control effect; nearly all actives have a fitted effect of over 55% in size
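Purified hPK-M2 (>95%) run at intermediate activity with 0.1 mM ADP and 0.5 mM PEP in 50 mM imidazole pH 7.2, KCl, MgCl2; 1 h room temperature. ATP formed read by Kinase-Glo luminescence; normalized to uninhibited and no-enzyme controls.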
USP2a inh = USP2a (human) protease inhibition | O75604 | USP2 core, Ub-CHOP2 coupled fluorogenic reporter, 485/531 | 0.01% of 330,000 active | AID 463254 | Potency, µM (series often up to 38.3 µM), for the others: at the highest dose activity change, negative = inhibition, most hits filed as inhibitors;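 also: potency is read from the fitted curve at half-maximal effect; plate controls were DMSO wells for no effect and full inhibition by NEM control for full effect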
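USP2 core (10nM final) preincubated 30min RT with compound in 20mM Tris-HCl pH 8.0, 2mM CaCl2, 2mM beta-mercaptoethanol, 0.05% CHAPS; 25nM Ub-CHOP2 plus 25nM reporter substrate added, fluorescence (Ex485/Em531) read after 60min.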
B2AR arrestin = recruits beta-arrestin to the human beta2-adrenergic receptor; Potency, µM (titrated, usually from 46.1 µM), for inactives: at the highest dose activation, actives largely listed as activators; AID 492947; 0.02% of 330,000 active; beta-arrestin recruitment to beta2AR, cell-based reporter; P07550;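 also: potency is read from the fitted curve at half-maximal effect; 0% = DMSO controls and full agonism = EC100 isoproterenol or metaproterenol; nearly all actives have a fitted effect of over 65% in size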
MLL CXXC-DNA inh = MLL CXXC-DNA interaction inhibition. Q03164. MLL-CXXC / FITC-HOXA9 DNA fluorescence polarization. Potency, µM (titrated, usually from 115 µM), without a hit: top-dose activity change, negative = inhibition, actives largely listed as inhibitors. 0.037% of 290,000 active; active = well fitted inhibition curve with a large enough effect in the polarisation, with a control signal flat, not every such curve was filed as active; inconclusive = small, poorly fitted or top-dose-only effect, or effect the other way, or a change in a side signal; inactive = no such curve, though single readings can be large or run the other way; the % refers to the polarisation; also: potency is read from the fitted curve at half-maximal effect
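Purified MLL-CXXC (added from a 7 uM solution) was preincubated 5 min at ambient with pinned compounds in 50 mM Tris-HCl pH 7.5, 50 mM NaCl, 1 mM DTT, 0.05% BSA. Fluorescein-labeled HOX-A9 DNA (50 nM solution) followed, 30 min, then polarization read.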
GALK inh = inhibitors of human galactokinase; AID 1868; Potency, µM (titrated, usually from 57.5 µM), for the others: top-dose activity change, negative = inhibition, most hits filed as inhibitors; Purified GALK, Kinase-Glo residual ATP luminescence; P51570; 0.007% of 270,000 active; also: potency is read from the fitted curve at half-maximal effect; % is scaled to controls: 0 for no effect and ±100 for the full control effect
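The enzyme phosphorylates galactose (100 uM) using ATP (35 uM); inhibition is detected as higher residual ATP, quantified by bioluminescence after 1 h reaction at room temperature, pH 8.0.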
KCNH2 WT inh = KCNH2 (human, wildtype) channel inhibition; U2OS, BacMam KCNH2, thallium flux FluxOr; stronger effect = lower value; 0.37% of 340,000 active; AID 720551; Q12809; activity change, % at 1.84 µM;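 active = maximum activity change below -70%; inconclusive = maximum activity change between -70% and -50%; inactive = maximum activity change above -50%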; also: % is scaled to controls: 0 for no effect and ±100 for the full control effect
Target sequence (Q12809 whole entry, looked up): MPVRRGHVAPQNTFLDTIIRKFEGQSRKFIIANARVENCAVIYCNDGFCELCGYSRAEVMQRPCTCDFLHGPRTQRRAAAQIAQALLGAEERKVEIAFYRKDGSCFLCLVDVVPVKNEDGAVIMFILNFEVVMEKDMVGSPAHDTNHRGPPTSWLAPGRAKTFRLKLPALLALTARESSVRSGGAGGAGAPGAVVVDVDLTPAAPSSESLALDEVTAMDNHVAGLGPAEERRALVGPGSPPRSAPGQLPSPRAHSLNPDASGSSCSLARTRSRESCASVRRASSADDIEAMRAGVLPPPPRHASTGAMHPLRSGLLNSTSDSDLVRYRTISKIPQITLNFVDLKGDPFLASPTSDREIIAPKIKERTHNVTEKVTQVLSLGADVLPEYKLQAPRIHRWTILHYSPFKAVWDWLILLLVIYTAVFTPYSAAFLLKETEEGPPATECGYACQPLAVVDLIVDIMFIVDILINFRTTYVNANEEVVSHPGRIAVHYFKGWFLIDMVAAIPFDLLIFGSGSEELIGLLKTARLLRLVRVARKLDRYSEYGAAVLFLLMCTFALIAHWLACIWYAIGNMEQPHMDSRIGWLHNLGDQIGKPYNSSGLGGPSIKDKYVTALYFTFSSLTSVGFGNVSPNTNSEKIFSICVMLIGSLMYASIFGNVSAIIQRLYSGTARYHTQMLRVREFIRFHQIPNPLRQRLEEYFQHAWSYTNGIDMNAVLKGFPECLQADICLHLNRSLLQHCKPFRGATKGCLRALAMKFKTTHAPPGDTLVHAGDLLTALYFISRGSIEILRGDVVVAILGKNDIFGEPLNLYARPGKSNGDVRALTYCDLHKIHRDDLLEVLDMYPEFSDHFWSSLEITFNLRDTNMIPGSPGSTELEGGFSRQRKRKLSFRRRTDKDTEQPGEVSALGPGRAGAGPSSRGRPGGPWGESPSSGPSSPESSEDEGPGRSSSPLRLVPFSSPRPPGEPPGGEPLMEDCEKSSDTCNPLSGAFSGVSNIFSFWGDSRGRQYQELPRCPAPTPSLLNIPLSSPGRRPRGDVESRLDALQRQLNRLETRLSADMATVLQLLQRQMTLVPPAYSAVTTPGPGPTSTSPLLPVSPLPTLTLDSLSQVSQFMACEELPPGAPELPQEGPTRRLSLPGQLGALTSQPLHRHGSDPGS
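U2OS cells transduced with wild-type KCNH2 virus are loaded with FluxOr dye for 45 min, and thallium flux is measured in kinetic reads before and after stimulation buffer. Rate constants are normalized to DMSO controls.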
FBPA coupling cs = counter-screen for Giardia aldolase inhibitors: coupling enzyme system | activity change, negative = inhibition, % at 58.2 µM, hits read low | coupling enzyme system counterscreen, AmpLite Red fluorescence | AID 2472 | 0.67% of 290,000 active; in the data active = activity change below about -30%; also: % is scaled to controls: 0 for no effect and ±100 for the full control effect
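Final compound at 57.5 uM, incubated 10 min at RT with coupling enzyme reagent (glyceraldehyde-3-phosphate), then 20 min with substrate and AmpLite Red detection. Fluorescence read at 525/598 nm; tests interference with the coupling assay, not aldolase inhibition.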
TRPV1 agonist = agonists of human vanilloid receptor 1 (TRPV1); TRPV1-expressing cells, Fluo-8 calcium influx, agonist mode; activation, % at 8.33 µM; 0.19% of 320,000 active; in the data active = activation above about 80%; inconclusive = between about 30% and that limit; also: 0% is about no effect
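Cells expressing TRPV1 were dye-loaded with Fluo-8 and read kinetically: 10 s baseline, 3 min after compound (agonist portion), then 2 min after EC20 capsaicin (allosteric enhancer portion). Calcium-bound dye fluorescence at 480/520 nm.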
Giardia killer = Giardia lamblia killing; 0.15% of 340,000 active; activity change, % at 7.66 µM, hits read low; Giardia lamblia trophozoite viability; in the data active = activity change below about -80%; inconclusive = between about -30% and that limit;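 also: parasites exposed to compound for two days anaerobically before the ATP read; % is scaled to controls: 0 for no effect and ±100 for the full control effect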
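Anaerobic 48 hrs incubation at 37 deg C of 100 trophozoites/well with test compounds; ATPLite 1-Step luminescence, 15-30 min RT, reports cellular ATP as viability.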
Menin MLL FP TR = inhibitors of human menin-MLL interaction, mutant MLL peptide. Potency, µM (series often up to 61.6 µM), inactives show at the top dose FP activity change, negative = inhibition, most hits filed as inhibitors. 0.23% of 270,000 active. AID 1768. O00255. Menin + Texas Red MLL mutant peptide, fluorescence polarization; active = well fitted inhibition curve with a large enough effect in the polarisation, with a control signal flat, not every such curve was filed as active; inconclusive = small, poorly fitted or top-dose-only effect, or effect the other way, or a change in a side signal; inactive = no such curve, though single readings can be large or run the other way; the % refers to the polarisation; also: potency is read from the fitted curve at half-maximal effect; % of control where 0% means no effect; many of its hits are not listed in these tables
KCNH2 3.1 block = blocks the human KCNH2 3.1 channel isoform; U2OS KCNH2 3.1, thallium flux FluxOr; stronger effect = lower value; activity change, % (tested at about 1.8 µM); 0.95% of 340,000 active; AID 720553;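 active = maximum activity change below -70%; inconclusive = maximum activity change from -70% to -50%; inactive = maximum activity change above -50%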;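 also: thallium influx rate constant from kinetic fluorescence after stimulation buffer; % is scaled to controls: 0 for no effect and ±100 for the full control effect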
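Steps: virus added to U2OS suspension (4 h, RT, dark); medium with 10% FBS added, cells plated, 37 C overnight; FluxOr/Red40 loading buffer 45 min RT; stimulation buffer, 2 min kinetic read; rate constant normalized.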
Active calls of the source: *; ? = inconclusive; . = not tested or not shown; [ ] = another dose, or the depositor's remark. Unless noted, calls follow the shape of the dose curve; as a rule, active = well fitted curve in the direction sought with a large enough effect; inconclusive = small, poorly fitted or top-dose-only effect, or another doubt; inactive = no such curve, though single readings can be large; an effect the other way counts as inactive or inconclusive.

item	SMILES	PKM2 act	USP2a inh	B2AR arrestin	MLL CXXC-DNA inh	GALK inh	KCNH2 WT inh
1	O=C(/C=C(O)/C=C/c1ccc(O)cc1)/C=C/c1ccc(O)cc1	.	5%	?	.	.	-16
2	CCCC1=C(C(=O)OCC)C(c2ccc(F)cc2)n2ncnc2N1 (stereo unspecified)	0%	-2%	-0.3%	8%	4%	28
3	O=C(c1ccc2ncsc2c1)N1CCN(c2ccccc2Cl)CC1	-11%	2%	0.3%	-1%	5%	3
4	CN(C)c1ccc(N=Nc2ccccc2C(=O)OCC(=O)N(C)c2ccccc2)cc1	-14%	-12%	1.9%	7%	-2%	-6
5	Cc1cc(C)c2[nH]c(=O)c(CN(CC3CCCO3)S(=O)(=O)c3ccc4c(c3)OCCO4)cc2c1 (stereo unspecified)	-1%	-6%	-0.9%	4%	-2%	-15
6	O=C(CN1C(=O)CSc2ccc(S(=O)(=O)N3CCOCC3)cc21)NCCCN1CCOCC1	3%	1%	0.1%	0%	-2%	1
7	Cc1ccc(C)c(N2CCN(S(=O)(=O)c3cccc4cccnc34)CC2)c1	2%	0%	-0.1%	4%	1%	-3
8	O=C(O)C1CC=CCC1C(=O)Nc1ccccc1 (stereo unspecified)	-1%	0%	0.1%	-6%	1%	-2
9	O=C(NC1CCCN(Cc2ccc(Cl)cc2)C1)c1cnc2ccccn2c1=O (stereo unspecified)	1%	-1%	-0.5%	6%	-9%	-5
10	CCOC(=O)c1c(NC(=S)NC(=O)c2ccc(Cn3cc(Cl)cn3)o2)sc2c1CCC(C)C2 (stereo unspecified)	0%	2%	0.5%	-10%	-1%	-10
11	COC(=O)c1ccccc1NC(=O)Nc1cc(C(C)(C)C)on1	-10%	2%	-1.0%	-2%	4%	-4
12	O=C(Nc1ccc(C(F)(F)F)cc1)N1CCN(c2ccnc3cc(Cl)ccc23)CC1	2%	-2%	0.2%	1%	.	?
13	O=C(Nc1ccccc1)OCc1cn(-c2ccc(Cl)cc2)nn1	0%	-2%	0.0%	-8%	2%	1
14	O=C(CSc1nncs1)NC(=O)NC1CCCC1	0%	4%	0.4%	-9%	2%	5
15	Cc1nc(C(=O)N2CCCC(C(=O)c3cccc(OC(C)C)c3)C2)cs1 (stereo unspecified)	.	3%	0.3%	8%	-4%	-1

item	FBPA coupling cs	TRPV1 agonist	Giardia killer	Menin MLL FP TR	KCNH2 3.1 block
1	.	?	-9	.	-10
2	0	7	2	-3%	15
3	0	22	-10	-28%	10
4	-5	0	-28	-16%	-5
5	0	23	2	2%	-1
6	-2	2	-6	-5%	-2
7	-2	9	-13	13%	-8
8	6	-3	13	.	7
9	3	10	4	-1%	-1
10	2	-6	8	17%	-3
11	0	?	7	22%	-4
12	2	-4	3	.	8
13	0	2	-13	?	-5
14	0	1	-1	6%	-5
15	.	10	6	.	-1

(continued)
item	SMILES	PKM2 act	USP2a inh	B2AR arrestin	MLL CXXC-DNA inh	GALK inh	KCNH2 WT inh
16	O=C(c1ccccc1)N1CCN(c2ccc([N+](=O)[O-])c(NCc3ccco3)c2)CC1	2%	0%	0.2%	0%	-2%	-42
17	CC1(c2cccc(Br)c2)NC(=O)N(CC(=O)NCC2CCCO2)C1=O (stereo unspecified)	.	-1%	-0.8%	.	.	-4
18	COc1ccc(N=C2SC(C(=O)Nc3ccc(OC)cc3)CC(=O)N2CCN2CCOCC2)cc1 (stereo unspecified)	-3%	1%	-0.1%	-2%	.	10
19	CC(C)c1nc(NCCO)c2nnn(Cc3ccccc3)c2n1	7%	1%	0.5%	?	4%	0
20	CC1(C)Cc2ccccc2-c2nnc(SCc3ccccc3)n21	11%	-3%	-0.8%	-10%	1%	4
21	O=C(c1ccc2ccccc2c1)N1CCN(S(=O)(=O)/C=C/c2ccccc2)CC1	2%	2%	0.4%	4%	1%	5
22	CC(=O)c1ccc(S(=O)(=O)Nc2ccc(C(=O)NC3CC3)cc2)cc1	.	-2%	-0.2%	.	.	-4
23	c1ccc(Nc2nc(-c3cccs3)cs2)nc1	-3%	2%	-1.5%	-4%	2%	-5
24	CN(C)c1cccc(C(=O)NNC(=O)NC2CCCCC2)c1	-7%	-1%	-0.4%	7%	1%	-3
25	COC(=O)/C=c1/s/c(=C(/C#N)C(=O)NCc2ccccc2)n(-c2ccccc2)c1=O	-12%	-2%	0.2%	-12%	-1%	0
26	CC1CCN(C(=O)CSc2nnc3c(n2)[nH]c2ccc(F)cc23)CC1	.	0%	-0.1%	3%	-2%	-10
27	CCC(C)NCC(=O)Nc1cc(S(=O)(=O)N(CC)c2ccccc2)ccc1Cl (stereo unspecified)	-7%	1%	0.5%	6%	-3%	18
28	O=C(CSc1nc2ccccc2o1)N1CCOCC1	-3%	-1%	-0.9%	5%	-5%	11
29	COc1cc(SC)ccc1C(=O)Nc1cccc(S(=O)(=O)NC2=NCCC2)c1	.	3%	0.1%	.	.	-7
30	CNc1ncc(Cc2ccccc2)s1	8%	4%	-0.1%	2%	-1%	-2

item	FBPA coupling cs	TRPV1 agonist	Giardia killer	Menin MLL FP TR	KCNH2 3.1 block
16	2	5	-6	-6%	-33
17	.	1	3	.	12
18	-2	4	-16	0%	-15
19	-4	0	6	1%	9
20	1	?	-17	-11%	-28
21	0	4	5	-12%	-5
22	.	0	12	.	4
23	0	20	-24	?	0
24	1	-1	-3	13%	10
25	8	-1	-3	-1%	-1
26	1	2	-10	.	37
27	0	15	2	-10%	13
28	0	?	14	2%	8
29	.	-1	7	.	-1
30	-1	3	-7	0%	-4

Following part.
item	SMILES	PKM2 act	USP2a inh	B2AR arrestin	MLL CXXC-DNA inh	GALK inh	KCNH2 WT inh
31	CC(NC(=O)C12CC3CC(CC(O)(C3)C1)C2)c1ccc(Cl)cc1Cl (stereo unspecified)	-6%	-1%	-0.2%	-3%	-2%	2
32	CC1=NOC(=O)/C1=C\c1ccc(-c2ccc(Cl)cc2Cl)o1	8%	-1%	0.1%	?	2%	1
33	CC(Cc1cccnc1)NC(=O)c1ccccc1OC1CCN(S(C)(=O)=O)CC1 (stereo unspecified)	-2%	0%	0.1%	-7%	0%	0
34	COc1nc(N(C)C)nc(N(OC)S(=O)(=O)c2ccccc2Cl)n1	-1%	1%	3.4%	2%	5%	-1
35	COCCN(Cc1cccs1)S(=O)(=O)c1ccc(-c2ccc(=O)[nH]n2)s1	.	-1%	0.1%	-7%	4%	12
36	CC(C)[C@H](NC(=O)N1CC(=O)Nc2ccccc21)C(=O)N[C@H](Cc1ccccc1)C(=O)O	-4%	3%	-0.5%	2%	.	-2
37	O=C(Nc1ccccc1N1CCN(C(=O)c2ccccc2)CC1)c1cc(Br)ccc1Cl	11%	-1%	0.2%	22%	0%	?
38	CC(Sc1ccccc1F)C(=O)Nc1cccc(S(=O)(=O)N2CCOCC2)c1 (stereo unspecified)	.	1%	0.0%	.	.	-3
39	O=C(CN1C(=O)c2ccccc2S1(=O)=O)NCc1cccnc1	5%	-2%	-0.1%	8%	0%	-4
40	CC(C)C(c1nnnn1C1CCCC1)N1c2ccccc2CC1C (stereo unspecified)	5%	3%	0.1%	5%	1%	8

item	FBPA coupling cs	TRPV1 agonist	Giardia killer	Menin MLL FP TR	KCNH2 3.1 block
31	-3	3	?	4%	8
32	0	14	8	?	-19
33	1	1	-14	-24%	-35
34	1	2	31[activator]	?	13
35	.	19	49[activator]	.	-12
36	0	1	-4	13%	14
37	.	?	33[activator]	-15%	-92*
38	.	.	-22	.	-9
39	0	3	-6	23%	-2
40	0	?	-8	-23%	-11

A second format for 3 compounds above:
Fields – PKM2 act, USP2a inh, B2AR arrestin, MLL CXXC-DNA inh, GALK inh, KCNH2 WT inh, FBPA coupling cs, TRPV1 agonist, Giardia killer, Menin MLL FP TR, KCNH2 3.1 block
[34] COc1nc(N(C)C)nc(N(OC)S(=O)(=O)c2ccccc2Cl)n1
  -1%, 1%, 3.4%, 2%, 5%, -1, 1, 2, 31[activator], ?, 13
[35] COCCN(Cc1cccs1)S(=O)(=O)c1ccc(-c2ccc(=O)[nH]n2)s1
  ., -1%, 0.1%, -7%, 4%, 12, ., 19, 49[activator], ., -12
[36] CC(C)[C@H](NC(=O)N1CC(=O)Nc2ccccc21)C(=O)N[C@H](Cc1ccccc1)C(=O)O
  -4%, 3%, -0.5%, 2%, ., -2, 0, 1, -4, 13%, 14

A portion of the library; the hit share may differ from the screen's.
